Pf apPOL block: Pf-apPOL inhibitors, biochemical, fluorescence | Plasmodium falciparum apicoplast DNA polymerase (apPOL) | Recombinant Pf-apPOL, molecular beacon fluorescence, 1.5 h | inhibition, % at 10 µM | 0.25% of 210,000 active | AID 1794808, 2022
mHTT CaM bind: mutant huntingtin-calmodulin interaction inhibitors – biochemical, AlphaScreen, primary screen | AlphaScreen His-mHTT/GST-CaM binding, luminescence | inhibition, % at 15 µM | P42858 | AID 1671202, 2021 | 3.6% of 190,000 active;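 also: 0% = both proteins with DMSO and 100% = one protein alone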
Target sequence (P42858 whole entry, looked up, stated change not applied): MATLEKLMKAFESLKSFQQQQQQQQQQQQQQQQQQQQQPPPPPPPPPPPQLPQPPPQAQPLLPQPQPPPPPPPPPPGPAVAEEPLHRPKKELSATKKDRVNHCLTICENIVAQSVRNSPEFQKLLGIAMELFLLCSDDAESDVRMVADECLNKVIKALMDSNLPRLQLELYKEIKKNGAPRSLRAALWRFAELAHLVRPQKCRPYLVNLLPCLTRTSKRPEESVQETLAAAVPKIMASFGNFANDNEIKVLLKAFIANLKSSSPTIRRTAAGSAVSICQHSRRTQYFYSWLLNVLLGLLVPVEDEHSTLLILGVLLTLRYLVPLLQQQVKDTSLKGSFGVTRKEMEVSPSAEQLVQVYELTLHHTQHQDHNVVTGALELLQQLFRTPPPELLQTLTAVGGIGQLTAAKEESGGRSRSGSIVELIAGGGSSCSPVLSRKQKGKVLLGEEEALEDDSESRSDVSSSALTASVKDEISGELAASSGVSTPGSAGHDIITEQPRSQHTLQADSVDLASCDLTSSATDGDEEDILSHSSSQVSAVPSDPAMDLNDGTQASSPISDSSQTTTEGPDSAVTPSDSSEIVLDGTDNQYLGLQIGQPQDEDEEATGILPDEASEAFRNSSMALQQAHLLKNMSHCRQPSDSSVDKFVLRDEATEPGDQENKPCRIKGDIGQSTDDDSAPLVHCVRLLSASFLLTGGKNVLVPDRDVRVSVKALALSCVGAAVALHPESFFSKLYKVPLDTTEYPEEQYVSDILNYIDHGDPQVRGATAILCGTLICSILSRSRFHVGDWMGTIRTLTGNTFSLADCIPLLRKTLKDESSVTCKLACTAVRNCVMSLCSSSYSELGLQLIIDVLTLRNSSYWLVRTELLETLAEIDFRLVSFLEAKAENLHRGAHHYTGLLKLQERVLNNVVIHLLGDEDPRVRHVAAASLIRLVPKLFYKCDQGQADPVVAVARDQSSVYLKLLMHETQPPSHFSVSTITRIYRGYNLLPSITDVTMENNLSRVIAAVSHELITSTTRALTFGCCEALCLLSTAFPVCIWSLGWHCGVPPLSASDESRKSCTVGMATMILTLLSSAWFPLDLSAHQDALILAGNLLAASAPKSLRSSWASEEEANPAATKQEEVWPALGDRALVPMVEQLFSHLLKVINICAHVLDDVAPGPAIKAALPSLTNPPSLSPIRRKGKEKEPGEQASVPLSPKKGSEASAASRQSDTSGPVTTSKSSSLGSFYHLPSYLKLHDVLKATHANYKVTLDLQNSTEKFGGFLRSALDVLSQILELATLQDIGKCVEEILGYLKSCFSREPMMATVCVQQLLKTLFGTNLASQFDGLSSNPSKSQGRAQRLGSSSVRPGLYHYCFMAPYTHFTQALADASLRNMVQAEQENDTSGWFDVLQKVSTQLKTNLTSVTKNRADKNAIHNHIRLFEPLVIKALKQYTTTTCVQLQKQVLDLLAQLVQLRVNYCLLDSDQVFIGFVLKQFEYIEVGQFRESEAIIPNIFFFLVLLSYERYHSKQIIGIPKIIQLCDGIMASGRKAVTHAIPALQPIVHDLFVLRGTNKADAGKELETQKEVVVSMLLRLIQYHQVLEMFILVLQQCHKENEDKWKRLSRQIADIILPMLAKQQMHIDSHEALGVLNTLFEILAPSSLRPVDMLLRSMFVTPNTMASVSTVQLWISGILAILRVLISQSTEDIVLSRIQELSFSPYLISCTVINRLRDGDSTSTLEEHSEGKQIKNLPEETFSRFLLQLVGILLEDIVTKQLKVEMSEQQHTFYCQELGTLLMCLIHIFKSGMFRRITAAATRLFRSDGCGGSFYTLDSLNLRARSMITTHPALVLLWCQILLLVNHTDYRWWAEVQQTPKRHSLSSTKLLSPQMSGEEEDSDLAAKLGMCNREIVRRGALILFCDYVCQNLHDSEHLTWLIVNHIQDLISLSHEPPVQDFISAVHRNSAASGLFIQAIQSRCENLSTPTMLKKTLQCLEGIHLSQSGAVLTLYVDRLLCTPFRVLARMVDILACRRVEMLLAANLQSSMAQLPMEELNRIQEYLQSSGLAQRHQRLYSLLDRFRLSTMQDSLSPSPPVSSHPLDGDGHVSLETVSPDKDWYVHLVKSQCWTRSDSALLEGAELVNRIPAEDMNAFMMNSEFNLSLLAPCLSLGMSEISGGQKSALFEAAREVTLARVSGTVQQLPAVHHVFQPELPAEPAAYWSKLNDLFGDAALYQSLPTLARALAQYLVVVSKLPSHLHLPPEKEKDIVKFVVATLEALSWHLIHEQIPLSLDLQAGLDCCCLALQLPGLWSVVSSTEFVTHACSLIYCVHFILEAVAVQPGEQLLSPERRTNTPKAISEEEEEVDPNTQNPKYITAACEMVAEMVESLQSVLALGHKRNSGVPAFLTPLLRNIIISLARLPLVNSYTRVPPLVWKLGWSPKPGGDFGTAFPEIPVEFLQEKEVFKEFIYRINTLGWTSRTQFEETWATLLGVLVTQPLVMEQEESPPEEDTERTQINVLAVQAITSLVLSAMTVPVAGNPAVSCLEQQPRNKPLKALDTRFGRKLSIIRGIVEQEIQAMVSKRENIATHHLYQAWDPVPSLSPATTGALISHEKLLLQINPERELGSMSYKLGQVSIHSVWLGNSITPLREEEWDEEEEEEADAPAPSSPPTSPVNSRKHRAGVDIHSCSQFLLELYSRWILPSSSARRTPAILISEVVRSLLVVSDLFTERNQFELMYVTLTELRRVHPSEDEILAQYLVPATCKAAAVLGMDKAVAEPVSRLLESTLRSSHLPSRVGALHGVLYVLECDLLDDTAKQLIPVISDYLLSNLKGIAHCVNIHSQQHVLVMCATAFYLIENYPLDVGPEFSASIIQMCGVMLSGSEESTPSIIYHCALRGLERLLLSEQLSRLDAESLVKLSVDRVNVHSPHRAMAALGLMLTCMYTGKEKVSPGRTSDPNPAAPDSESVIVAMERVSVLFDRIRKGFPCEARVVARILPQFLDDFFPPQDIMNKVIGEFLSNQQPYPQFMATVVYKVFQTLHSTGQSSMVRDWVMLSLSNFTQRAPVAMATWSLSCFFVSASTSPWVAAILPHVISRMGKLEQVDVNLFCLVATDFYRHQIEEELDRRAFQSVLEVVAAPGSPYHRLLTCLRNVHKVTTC
Starred values were filed as active, the others as inactive; / = no result given; & = joins results of further samples. Rule as the data show it: active = inhibition above about 50%; inactive = the rest. Only part of the results is shown (hit frequency here may not be typical).

SMILES	Pf apPOL block	mHTT CaM bind
Cc1cc2c(cc1C)NC(c1coc3ccc(Cl)cc3c1=O)C1=C(CC(C)(C)CC1=O)N2 (stereo not given)	7	8
CSc1cccc(NC(=O)N2CCc3nc4cc[nH]n4c(=O)c3C2)c1	0	6
CCN(CC)CCCN1C(=O)C(=O)C(=C(O)c2ccccc2)C1c1ccc(C)o1 (stereo not given)	-8	4
CN(C(=O)c1ccncc1)C1CCS(=O)(=O)C1 (stereo not given)	1	-4
Cc1ccc(-n2nc3c(c2NC(=O)c2cccc(Br)c2)CS(=O)(=O)C3)c(C)c1	-5	16
CC1CCN(C(=O)c2csc(N3CCN(c4ccccc4)CC3)n2)CC1	-6	40
O=C(Cc1ccc(Cl)cc1)Nc1ccc2c(c1)OCCO2	0	-1
CN(C(=O)c1ccc(Br)o1)c1ccccc1	1	-4
Cc1c(Br)c(C(F)(F)F)nn1CC(=O)O	-2	-4
Cc1cc(Br)ccc1N1C=C(C#N)S(=O)(=O)c2ccc(F)cc21	3	-8
COc1ccc(CN2CCc3nc(Nc4ccc5c(c4)OCCO5)ncc3C2)cc1	-2	56*
O=C(O)C1CC(=O)N(Cc2ccccc2)C1 (stereo not given)	2	-4
CCOC(=O)N1CCN(CC(O)COc2ccc3c(c2)CCC3)CC1 (stereo not given)	-6	8
CCCc1cnc(Oc2ncnc3cc(Cl)ccc23)nc1	8	/
COCCC1CCN(C(=O)c2ccc(OC)cc2OC)CC1	-3	-6
Cc1nn(C)c(C)c1CNC(=O)c1nc(C)n(C2CCN(C)CC2)c1C	-6	0
Cc1ccc(S(=O)(=O)c2nc(-c3cccc(Cl)c3)oc2N2CCOCC2)cc1	-10	-6
CCCN1C(=O)C(=O)c2cc(Br)ccc21	-68	25
COCCn1cc2c3c(cccc31)CN(C(=O)c1ccccc1)CC2	-2	40
O=C(c1cc2ccccc2[nH]1)N1CCC(CCOc2ccccc2)CC1	1	-4
O=C(c1cc2ccccc2o1)N1CCN(Cc2nc(-c3ccco3)cs2)CC1	-1	16
COc1ccc(-c2cc(C(F)(F)F)n3nc(C(=O)Nc4ccc(OC)cc4OC)nc3n2)cc1	-2	0
Cc1noc(C)c1S(=O)(=O)N1CCCCC1c1nncn1C (stereo not given)	2	-2
COc1cccc2cc(-c3nnc(Nc4cc(F)ccc4C)s3)c(=O)oc12	-4	-1
O=c1c(NCCc2ccccc2)nc2ccncc2n1Cc1ccccc1	-6	-3
CC(=O)c1ccc(NC(=O)C2CC(=O)N(c3ccc4oc(C)nc4c3)C2)cc1 (stereo not given)	-3	2
CCC(C)C(=O)N1CCC2(CC1)Nc1cccnc1NC2=NCc1ccccc1 (stereo not given)	-4	7
N=c1c2c(-c3ccccc3)c(-c3ccccc3)n(Cc3ccco3)c2ncn1Cc1ccco1	-2	99*
Cc1cc(C)cc(NC(=O)C2CC(=O)N(Cc3ccccc3F)C2)c1 (stereo not given)	-3	-3
Cc1cc(C(=O)NC2CC(O)C(CO)C2)c(C)o1 (stereo not given)	1	6
Cc1noc(C)c1S(=O)(=O)N1CCOC(c2ccccc2)C1 (stereo not given)	-8	-18
COc1ccc(NS(=O)(=O)c2ccc(NC(=O)c3cc(Br)ccc3O)cc2)nn1	-5	17
CCOC(=O)N1CCN(c2nc3ccc(F)cc3s2)CC1	-38	-18
CCOC(=O)C1CCN(C(=O)CN(C)c2nc3c(C)ccc(C)c3s2)CC1	-12	-1
CCCn1c(=N)c(C(=O)NCc2cccnc2)cc2c(=O)n3cccc(C)c3nc21	-3	6
COCCCNC(=O)C1c2cc(OC)c(OC)cc2C(=O)N(C)C1c1ccc(SC)cc1 (stereo not given)	-4	2
NC(=O)c1c(N)sc2c1CCCCC2	-10	64*
Cc1noc(-c2cccc(C(F)(F)F)c2)c1C(=O)NC1CCc2ccccc21 (stereo not given)	0	-2
CC(=O)N1CCN(c2nc(C)nc(C(C)C)c2Cc2ccc(F)cc2)CC1	-2	8
CC(=O)Nc1ccc(CC2CCN(C(=O)Nc3ccccc3C)CC2)cc1	-5	6
CCN1C(=O)Cc2cc(C(=O)NCc3ccccn3)ccc21	-3	2
c1ccc(OCCCN2CCCCC2)cc1	-1	-5
CN1C(=O)Cc2cc(C(=O)NCc3cc(F)cc(F)c3)ccc21	2	-8
Cc1cccc(C2C(C(=O)NC(C)(C)C)c3ccccc3C(=O)N2C2CC2)c1 (stereo not given)	0	-2
CCCN1CCN(c2ncc3c(n2)CCN(Cc2cccc(OCC)c2)C3)CC1	-2	14
COc1ccc(-c2nnco2)cc1OC	-6	-3
O=C1CCCN2N=C(SCC(=O)Nc3cccc(F)c3)SC2=N1	-5	5
Cc1c(C(=O)Nc2c3c(nn2-c2ccc([N+](=O)[O-])cc2)CS(=O)(=O)C3)cccc1[N+](=O)[O-]	0	5
Cc1cc2ncn(CC(O)COCc3ccccc3)c2cc1C (stereo not given)	4	19
Cc1c(C)n(C(=O)CSc2nncn2C)c2ccccc12	0&0	26&25
CNS(=O)(=O)CCCOc1cccc2c1OC(C)(C)C2	-9	-11
N#Cc1cccc(NC(=O)OCCCN2CCC3(CCCCC3)C2=O)c1	-2	-3
COc1ccc2nc(C(=O)NCc3cc(F)ccc3F)cn2n1	0	-2
CCOc1ccc(N2CC(c3nnc(NC(=O)c4ccc(C)cc4)o3)CC2=O)cc1 (stereo not given)	-2	60*
O=C1Nc2ccccc2C12OCC(Br)([N+](=O)[O-])CO2 (stereo not given)	-2	6
O=C1CCc2cc(NC(=O)c3ccc(-c4ccccc4)cc3)ccc2N1	-9	-3
CCn1c(N2CCCC(C(=O)Nc3ccc(C)c(C)c3)C2)cc(=O)n(C)c1=O (stereo not given)	0	32
O=C1CSC(c2cccc(Br)c2)N1c1ccc(F)cc1 (stereo not given)	1	-9
Cc1nnc(SCC(=O)Nc2ccc([N+](=O)[O-])cn2)s1	-1	1
O=c1c(F)cn(C2CCCO2)c(=O)n1Cc1cccc2ccccc12 (stereo not given)	-14	/

(list continues)
SMILES	Pf apPOL block	mHTT CaM bind
COc1cc(C)c(C(C)C)cc1S(=O)(=O)n1nnc2ccccc21	0	-5
Nc1nnc(SCC(=O)Nc2ccccc2-c2ccccc2)s1	-3	-9
CCCCNC(=O)c1nnn2c1COC(c1ccc(F)cc1)C2 (stereo not given)	-7	-3
O=C(CSc1nc2ccc(N=Cc3ccc(F)cc3)cc2s1)N1CCOCC1	-12	-3
COc1ccc(C=C2Oc3cc(OS(=O)(=O)c4ccc(C)cc4)ccc3C2=O)cc1OC	-5	-15
C=CCN1[C@@H](Cc2ccccc2)COc2cc(F)ccc2S1(=O)=O	0	-11
CCc1onc(C)c1C1CCCN1Cc1ccc(OC)cc1OC (stereo not given)	-4	-7
c1ccc2c(C3Nc4cccc5cccc(c45)N3)cccc2c1	/	77*
CNC(=O)N1CC(c2nc(-c3ccccc3)no2)C2(CCOCC2)C1 (stereo not given)	-1	-3
COc1ccccc1-c1coc2cc(OC(=O)c3ccc(Cl)cc3)ccc2c1=O	-2	0
CCc1cccc(NC(=O)Cn2cnc3c(-c4ccc(F)cc4)csc3c2=O)c1	-3	-5
COC(=O)C(C)Oc1ccc2c(c1)OC(=Cc1ccc(OC)cc1OC)C2=O (stereo not given)	-9	-29
CCCc1nc2c(c(=O)n1CC(=O)Nc1cccc(OC)c1)CCN(Cc1ccccc1)C2	1	39
Cc1nc(-c2coc3cc(O)cc(C)c3c2=O)cs1	-7	0
COc1cccc(-c2cc(CC(C)C)nc(N)c2C#N)c1	4	-6
COc1ccc(OC)c(C2C(N3C(=O)c4ccccc4C3=O)C(=O)N2c2ccc(C)cc2)c1 (stereo not given)	-1	27
Cc1ccc(Nc2n[nH]c(=S)s2)cc1	6	/
C[N+]1(CC(O)COC23CC4CC(CC(C4)C2)C3)CCCC1 (stereo not given)	-7	-5
Cc1ccc(NS(=O)(=O)Cc2ccccc2)cc1C	8	-2
CC(C)c1ccc(-n2cnc3ccccc3c2=O)cc1	-4	-7
CCOc1ccc(-n2c(SCc3cccc(F)c3)nc3c(c2=O)SCC3)cc1	-6	-6
CC(C)NC(=O)C1CN(C(=O)c2ccccc2F)CC1c1cccc(F)c1 (stereo not given)	1	9
CCc1ccc(C2C(C#N)=C(N)N(c3cccc([N+](=O)[O-])c3)C3=C2C(=O)CCC3)s1 (stereo not given)	-2	33
O=S(=O)(c1cc(Cl)ccc1Br)N1CCCCC1	-9	-46
COc1ccccc1CN1CCC(C(=O)N2CCN(c3ccccc3F)CC2)CC1	-6	10
CC(NC(=O)C1CCCC1)c1nc(-c2cccc(Cl)c2)no1 (stereo not given)	-3	-16
O=C(NC1CCCC1)C1c2ccccc2C(=O)N1C1CCCCCCC1 (stereo not given)	-8	2
CCOC(=O)C(C#N)=CN=C(NN=C(C)c1ccc(Cl)c(Cl)c1)SC	-2	/
COc1cccc(OC)c1OCCCN1CCCC1	-5	2
CC(=O)N(CCCN(C)C)C(C)c1cc(C(C)(C)C)cc2c1CCC2(C)C (stereo not given)	-4	18
Cc1cc(C(=O)NCC2COc3ccccc3O2)nn1C (stereo not given)	-4	/
Cc1cc(C)c(S(=O)(=O)Nc2ccncc2)cc1C	-24	-8
CCCCc1c(C)c(C#N)c2nc3ccccc3n2c1-n1ccnc1	6	8
Cc1nnsc1C(=O)N1CCC(CNC(=O)C(=O)Nc2cc(Cl)ccc2C#N)CC1	-2	-7
O=[N+]([O-])c1cccc(Cl)c1NCCNCCO	3	-4
COc1ccccc1C1C(C(=O)c2cccs2)=C(O)C(=O)N1c1ccccn1 (stereo not given)	6	0
COc1ccc(C2SCCN2S(=O)(=O)c2ccc(Cl)c(Cl)c2)cc1 (stereo not given)	0	-9
O=C1CSC(c2cccc(F)c2)N1c1ccccc1 (stereo not given)	-1	-2
O=[N+]([O-])c1ccc(N2CCc3ccccc3C2)nc1	2	10
CN(C)c1cccc2c(S(=O)(=O)NN)cccc12	21	-2
Cc1ccc(C(O)CN2C3=NCCN3c3ccccc32)cc1 (stereo not given)	-6	-5
CC(C)C(=O)N1CCN(Cc2noc(-c3cccc4ccccc34)n2)CC1	8	30
O=C(Cc1ccc(NC(=O)c2ccc(F)cc2Cl)cc1)NC1CC1	-6	-18
Cc1c(Cl)cccc1NC(=O)c1ccc(Cn2cncn2)cc1	-6	-1
Cn1c(=O)[nH]c(=O)c2c1nc(SCc1ccc(F)cc1)n2CCCOc1ccccc1	7	-3
CC(=O)N(c1ccccc1)C1SC(=O)N(c2ccccc2)C1=O (stereo not given)	6	2
CCCn1cc(S(=O)(=O)Nc2cc(C)ccc2F)c2cccnc21	8	4
COc1cccc(CNC(=O)C2(C)CCCN(S(=O)(=O)c3cc(C)c(C)cc3C)C2)c1 (stereo not given)	-1	-1
COc1cccc(C2CC(c3cccc(Cl)c3)n3nc(N)nc3N2)c1 (stereo not given)	2	30
O=C(Nc1cc2c3c(c1)CC(=O)N3CCC2)c1c(F)cccc1F	0	-3
O=C1OC(/C=C/c2cccc(Cl)c2Cl)=NC/1=C\c1coc2ccccc2c1=O	0	6
CC(=O)N1CCN(c2nc3c(s2)CC(C(=O)Nc2cc(F)ccc2C)CC3)CC1 (stereo not given)	1	16
Cc1cccc(NC(=O)Cn2cnc3c(c2=O)CCN(Cc2ccccc2)C3)c1	0	15
CS(=O)(=O)N1CCc2ccc(NC(=O)Nc3cccc(Cl)c3)cc21	-2	10
Cc1cc(C)cc(NC(=O)C2OC3OC(C)(C)OC3C3OC(C)(C)OC23)c1 (stereo not given)	4	-3
CN1CCN(C(=O)C2=Cc3ccccc3OC2)CC1	-4	-5
Cc1ccc2nc(C(=O)N3CCN(c4ccccc4C)CC3)cn2c1	-3	0
Oc1ccc(Nc2nc(-c3ccc(Cl)c(Cl)c3)cs2)cc1	-4	98*
CCCNC(=O)NC(C)C12CC3CC(CC(C3)C1)C2 (stereo not given)	3&-3	-1&-8
O=[N+]([O-])c1cc(CN2CCCCC2)ccc1O	0	-5
COc1ccc(C)c2c1NC(c1ccc(Br)cc1)C1CC=CC21 (stereo not given)	-7	72*
CC(=O)N1c2ccccc2NC2=C(C(=O)CC(C)(C)C2)C1c1cccc(Cl)c1 (stereo not given)	0	29

Of the compounds above, these contain a Cl atom:
SMILES	Pf apPOL block	mHTT CaM bind
Cc1cc2c(cc1C)NC(c1coc3ccc(Cl)cc3c1=O)C1=C(CC(C)(C)CC1=O)N2 (stereo not given)	7	8
O=C(Cc1ccc(Cl)cc1)Nc1ccc2c(c1)OCCO2	0	-1
CCCc1cnc(Oc2ncnc3cc(Cl)ccc23)nc1	8	/
Cc1ccc(S(=O)(=O)c2nc(-c3cccc(Cl)c3)oc2N2CCOCC2)cc1	-10	-6
COc1ccccc1-c1coc2cc(OC(=O)c3ccc(Cl)cc3)ccc2c1=O	-2	0
O=S(=O)(c1cc(Cl)ccc1Br)N1CCCCC1	-9	-46
CC(NC(=O)C1CCCC1)c1nc(-c2cccc(Cl)c2)no1 (stereo not given)	-3	-16
CCOC(=O)C(C#N)=CN=C(NN=C(C)c1ccc(Cl)c(Cl)c1)SC	-2	/
Cc1nnsc1C(=O)N1CCC(CNC(=O)C(=O)Nc2cc(Cl)ccc2C#N)CC1	-2	-7
O=[N+]([O-])c1cccc(Cl)c1NCCNCCO	3	-4
COc1ccc(C2SCCN2S(=O)(=O)c2ccc(Cl)c(Cl)c2)cc1 (stereo not given)	0	-9
O=C(Cc1ccc(NC(=O)c2ccc(F)cc2Cl)cc1)NC1CC1	-6	-18
Cc1c(Cl)cccc1NC(=O)c1ccc(Cn2cncn2)cc1	-6	-1
COc1cccc(C2CC(c3cccc(Cl)c3)n3nc(N)nc3N2)c1 (stereo not given)	2	30
O=C1OC(/C=C/c2cccc(Cl)c2Cl)=NC/1=C\c1coc2ccccc2c1=O	0	6
CS(=O)(=O)N1CCc2ccc(NC(=O)Nc3cccc(Cl)c3)cc21	-2	10
Oc1ccc(Nc2nc(-c3ccc(Cl)c(Cl)c3)cs2)cc1	-4	98*
CC(=O)N1c2ccccc2NC2=C(C(=O)CC(C)(C)C2)C1c1cccc(Cl)c1 (stereo not given)	0	29
